# hERG WT inh: qHTS for Inhibitors of KCHN2 3.1: Wildtype qHTS; hit rate 0.37% among 340,000; Voltage-gated inwardly rectifying potassium channel KCNH2 (Homo sapiens), Q12809; U2OS, BacMam KCNH2, thallium flux FluxOr; stronger effect = lower value; activity change, % at 1.84 µM;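 active = maximum activity change below -70%; inconclusive = maximum activity change between -70% and -50%; inactive = maximum activity change above -50%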; also: % is scaled to controls: 0 for no effect and ±100 for the full control effect
# Target sequence (Q12809 whole entry, looked up): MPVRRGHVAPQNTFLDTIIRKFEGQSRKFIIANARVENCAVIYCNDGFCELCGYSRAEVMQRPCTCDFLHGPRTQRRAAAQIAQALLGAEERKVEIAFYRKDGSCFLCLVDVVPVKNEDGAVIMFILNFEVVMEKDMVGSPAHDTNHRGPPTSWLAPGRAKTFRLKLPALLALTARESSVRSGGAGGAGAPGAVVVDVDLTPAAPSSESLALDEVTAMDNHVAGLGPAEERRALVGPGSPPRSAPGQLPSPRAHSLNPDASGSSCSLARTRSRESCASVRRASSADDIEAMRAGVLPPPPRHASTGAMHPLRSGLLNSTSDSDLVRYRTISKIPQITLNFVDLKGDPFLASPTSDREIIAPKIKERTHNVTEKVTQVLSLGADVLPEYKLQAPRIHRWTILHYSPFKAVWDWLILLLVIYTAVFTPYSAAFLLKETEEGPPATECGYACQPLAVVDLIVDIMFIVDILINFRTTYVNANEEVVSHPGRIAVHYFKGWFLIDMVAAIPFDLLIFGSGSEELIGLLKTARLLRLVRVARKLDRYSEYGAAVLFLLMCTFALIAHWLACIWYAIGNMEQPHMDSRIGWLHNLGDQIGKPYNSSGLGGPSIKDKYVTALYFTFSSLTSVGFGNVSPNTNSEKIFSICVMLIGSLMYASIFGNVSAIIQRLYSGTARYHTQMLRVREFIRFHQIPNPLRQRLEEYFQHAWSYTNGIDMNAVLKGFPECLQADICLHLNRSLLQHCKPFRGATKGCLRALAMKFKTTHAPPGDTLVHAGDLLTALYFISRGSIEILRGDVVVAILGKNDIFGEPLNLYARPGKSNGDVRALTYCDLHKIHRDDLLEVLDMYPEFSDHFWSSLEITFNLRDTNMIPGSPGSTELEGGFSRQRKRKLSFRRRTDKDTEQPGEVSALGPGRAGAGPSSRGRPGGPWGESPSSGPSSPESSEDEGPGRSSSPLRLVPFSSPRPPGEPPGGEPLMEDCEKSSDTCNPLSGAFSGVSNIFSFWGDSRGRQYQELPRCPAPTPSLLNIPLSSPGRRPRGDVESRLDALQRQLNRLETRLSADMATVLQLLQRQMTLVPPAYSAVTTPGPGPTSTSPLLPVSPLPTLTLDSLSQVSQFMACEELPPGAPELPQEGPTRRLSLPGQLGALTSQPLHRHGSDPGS
#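 U2OS cells were transduced with wild-type KCNH2 virus (2.03 x 10^8 / mL) for 4 h at room temperature, then cultured overnight at 37 C. Thallium flux was read with FluxOr dye. Rate constants were normalized to DMSO controls.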
# USP2a block: qHTS Assay for Inhibitors of Ubiquitin-specific Protease USP2a Using CHOP2 as the Reporter; Ubiquitin carboxyl-terminal hydrolase 2 (Homo sapiens), O75604; USP2 core, Ub-CHOP2 coupled fluorogenic reporter, 485/531; hit rate 0.01% among 330,000; AID 463254, 2010; Potency, µM (series often up to 38.3 µM), for inactives: top-dose activity change, negative = inhibition, hits mostly inhibitors;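 also: potency is read from the fitted curve at half-maximal effect; plate controls were DMSO wells for no effect and full inhibition by NEM control for full effect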
#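 Cell-free coupled assay: 10nM USP2 core preincubated 30min RT with compound in Tris-HCl pH 8.0/CaCl2/CHAPS buffer, then 25nM Ub-CHOP2 and 25nM reporter substrate; fluorescence (Ex 485/Em 531) read after 60min RT, normalized to NEM inhibition, concentration-response curves fitted.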
# TSHR antag: Antagonists of the Thyroid Stimulating Hormone Receptor: HTS campaign | Thyrotropin receptor (Homo sapiens), P16473 | TSHR-expressing cells, TSH-stimulated cAMP HTRF, 2 h; stronger effect = lower value | activity change, negative = inhibition, % at 11.5 µM | hit rate 0.2% among 330,000 | AID 504810, 2011;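 active = activity change below a set negative limit, meaning inhibition stronger than a set level, cut at about -70% in these data; inconclusive = activity change between two set negative limits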; also: % is scaled to controls: 0 for no effect and ±100 for the full control effect
#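 TSHR-expressing cells, 200/well, pre-treated with compound, then stimulated with EC80 TSH (4nM final) for 2 hours at 37 deg C. cAMP measured by competitive HTRF: anti-cAMP cryptate antibody in lysis buffer plus cAMP-d2, read after 30 minutes at room temperature.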
# Eya2 inh: qHTS Assay for Inhibitors of the Phosphatase Activity of Eya2; hit rate 0.006% among 330,000; recombinant Eya2, OMFP fluorescence dephosphorylation (OMFP is methylfluorescein phosphate); Potency, µM (highest dose often 76.9 µM), inactives show at the top dose activity, negative = inhibition, most hits filed as inhibitors; also: potency is read from the fitted curve at half-maximal effect; % is scaled to controls: 0 for no effect and ±100 for the full control effect
#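 Eya2 protein (added as 0.2 uM solution) was preincubated with compound for 10 min at ambient temperature in 50 mM HEPES pH 7.5, 50 mM NaCl, 5 uM MgCl2, 0.05% BSA, 1 mM DTT. OMFP (added at 50 uM) then reacted 10 min; fluorescence read at 485/525 nm.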
# AT treatment: qHTS Assay for Identifying a Potential Treatment of Ataxia-Telangiectasia | […] A-T fibroblasts, KAP-1 phosphorylation AlphaLISA; neocarzinostatin DNA damage 30 min before lysis | Potency, µM (doses to about 57.5 µM), inactives show top-dose activation, usual class: activators | hit rate 0.19% among 320,000; also: potency is read from the fitted curve at half-maximal effect; % of control where 0% means no effect; nearly all actives have a fitted effect of over 45% in size
#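 hTERT-immortalized A-T patient fibroblasts ([…]), 500 cells/well in OPTI-MEM, 1% FBS, got compounds for 60 min, then NCS for 30 min at 37C. Lysates were then assayed for phospho-KAP-1 by AlphaLISA (anti-pKAP1 donor, anti-KAP1 acceptor beads), 6 hr at 25C.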
# TRPV1 ag: HTS Assay for Compounds that Act as Agonists of the Vanilloid Receptor 1; Transient receptor potential cation channel subfamily V member 1 (Homo sapiens), Q8NER1; TRPV1-expressing cells, Fluo-8 calcium influx, agonist mode; activation, % at 8.33 µM; hit rate 0.19% among 320,000; AID 540275, 2011; in the data active = activation above about 80%; inconclusive = between about 30% and that limit; also: 0% is about no effect
#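 Fluo-8 calcium influx in TRPV1-expressing cells, kinetic read (ex 480/em 520 nm). Compound added and read 3 min for agonist activity, followed by capsaicin at EC20 final and 2 min further read for enhancement.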
# TCR activator: Activators of T cell receptors: qHTS campaign; primary human leukocytes, anti-CD3, IL-2 HTRF, 48 h; Potency, µM (titrated, usually from 9.22 µM), for inactives: at the top dose activation of IL-2 secretion, most hits filed as activators; 330,000 tested, under 10 active; also: % of control where 0% means no effect
#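 IL-2 release read by HTRF sandwich (Eu cryptate donor, d2 acceptor, 665 nm emission) after 48 hr exposure of primary human leukocytes to compound together with anti-CD3 beads in the absence of co-stimulatory signals.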
# KCNH2 3.1 block: qHTS for Inhibitors of KCHN2 3.1: Mutant qHTS; AID 720553, 2013; Potassium voltage-gated channel subfamily H member 2, brain isoform KCNH2 3.1 (human); U2OS KCNH2 3.1, thallium flux FluxOr; stronger effect = lower value; activity change, % (tested at about 1.8 µM); hit rate 0.95% among 340,000;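 active = maximum activity change below -70%; inconclusive = maximum activity change from -70% to -50%; inactive = maximum activity change above -50%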;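 also: thallium influx rate constant from kinetic fluorescence after stimulation buffer; % is scaled to controls: 0 for no effect and ±100 for the full control effect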
#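 Steps: virus added to U2OS suspension (4 h, RT, dark); medium with 10% FBS added, cells plated, 37 C overnight; FluxOr/Red40 loading buffer 45 min RT; stimulation buffer, 2 min kinetic read; rate constant normalized.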
# ELG1 DNA repair: qHTS screen for small molecules that inhibit ELG1-dependent DNA repair in human embryonic kidney (HEK293T) cells expressing luciferase-tagged ELG1; HEK293T ELG1-luciferase reporter, luminescence, 16 h; DNA damage induced by 5-fluorouridine; Potency, µM (top dose mostly 46.1 µM), for inactives: top-dose activity change, negative = inhibition, most hits filed as inhibitors; hit rate 2.3% among 330,000; AID 504467, 2011; also: potency is read from the fitted curve at half-maximal effect; % is scaled to controls: 0 for no effect and ±100 for the full control effect; nearly all actives have a fitted effect of over 55% in size
#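 Luminescence from the luciferase reporter, measured 30 min after ONE-Glo reagent at room temperature, was the read-out. Beforehand, 2,000 cells per well were exposed for 16 hr at 37 °C to 5-fluorouridine together with compound or vehicle.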
# Mito fusion act: qHTS Assay for Small Molecule Inhibitors of Mitochondrial Division or Activators of Mitochondrial Fusion; S. cerevisiae fusion-defective mutant growth rescue, CellTiterGlo 48 h; Potency, µM (doses to about 46.1 µM), for the others: at the top dose growth rescue (activation), hits mostly activators; hit rate 0.23% among 320,000; AID 485298, 2010;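 also: potency is read from the fitted curve at half-maximal effect; % of control where 0% means no effect; nearly all actives have a fitted effect of over 45% in size; temperature-sensitive fusion mutants such as fzo1-1 at 37 °C on non-fermentable ethanol glycerol medium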
#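 Temperature-sensitive fusion-defective S. cerevisiae (e.g. fzo1-1, mgm1-5) were grown with compound in YPEG medium (3% ethanol, 3% glycerol) for 48 hours at 37C. Growth rescue was measured as viability by CellTiterGlo luminescence after 10 minutes at ambient.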
# An asterisk follows results filed as active; ? = inconclusive; . = not tested or not shown; [ ] = dose if it differs, or a comment. Unless noted, calls follow the shape of the dose curve; as a rule, active = well fitted curve in the direction sought with a large enough effect; inconclusive = small, poorly fitted or top-dose-only effect, or another doubt; inactive = no such curve, though single readings can be large; an effect the other way counts as inactive or inconclusive. A portion of the library; count on the stated rates, not on these rows.
Compound,AT treatment,Mito fusion act,KCNH2 3.1 block,TCR activator,Eya2 inh,USP2a block,TRPV1 ag,TSHR antag,ELG1 DNA repair,hERG WT inh
CN(Cc1ccon1)Cc1cn(C)nc1-c1ccc(Oc2ccccc2)cc1,-10.5%,20.6%,-21.7,1.2%,6.0%,0.9%,-0.4,-7.1,-15.9%,1.2
CC(C)C(NS(=O)(=O)c1cccs1)C(=O)NCc1ccccc1Cl (stereo not drawn),9.8%,-9.5%,-0.6,-0.4%,2.4%,2.3%,2.9,37.7,8.5%,6.7
COc1ccc(-c2nnc(SCC(=O)Nc3cc(F)ccc3C)o2)cc1,4.5%,-3.0%,3.2,-3.2%,10.4%,0.9%,?,-7.3,?,1.8
CSc1nnc(C2CCCN2)n1C (stereo not drawn),-7.9%,-0.5%,-7.9,0.4%,-6.6%,1.3%,-3.5,2.0,0.2%,8.8
CC(=O)Nc1ccc(CN2CCN(CCc3ccccc3)C(CCO)C2)cc1 (stereo not drawn),-3.6%,-3.3%,-4.9,-1.3%,-7.5%,1.6%,0.6,2.6,8.6%,38.2
CN(C[C@H](Cc1ccccc1)N(C[C@@H](CC1CCCCC1)N(CCc1ccccc1)N=O)N=O)N=O,-1.4%,-0.5%,11.8,-0.8%,-10.7%,-2.2%,0.3,-0.9,19.4%,-1.5
CC(Nc1ccccc1)c1ccncc1 (stereo not drawn),0.9%,0.0%,0.7,.,6.2%,0.0%,0.8,18.3,-2.0%,-1.6
Cc1nc2ncnn2c(C)c1CCC(=O)NC(C)c1ccc2c(c1)OCCO2 (stereo not drawn),-7.3%,0.7%,-6.1,3.4%,2.7%,-0.2%,.,25.2,4.2%,4.9
CC(C)C1CCC(C(=O)N[C@H](Cc2ccccc2)C(=O)O)CC1 (stereo partly drawn),.,16.5%,.,.,12.1%,3.6%,-5.5,-2.5,.,.
CCOC(=O)n1c(=O)n(Cc2cccc(C)c2)c2ccccc21,2.9%,1.5%,-9.8,4.7%,-19.7%,-5.2%,29.3,-24.4,-11.2%,-16.6
CC(C)c1ccc(NC2CCCN(C(=O)c3ccnn3C)C2)cc1 (stereo not drawn),19.4%,-1.5%,8.8,2.7%,-5.3%,3.8%,?,-8.6,-7.7%,-6.6
Cc1c(C(=O)Nc2ccc(Cl)cc2)c2ccccn2c1CCc1ccncc1,0.8%,27.5%,?,-1.1%[46.1 µM],-4.3%,3.1%,-6.0,5.7,?,-9.5

# (more compounds)
Compound,AT treatment,Mito fusion act,KCNH2 3.1 block,TCR activator,Eya2 inh,USP2a block,TRPV1 ag,TSHR antag,ELG1 DNA repair,hERG WT inh
Cc1cccc(Nc2nc(N)nc(CC(=O)CSc3ccc(Cl)cc3)n2)c1,-0.5%,-2.0%,.,.,4.0%,3.7%,-4.8,1.1,?,.
COc1ccc(CCNC(=O)c2oc3ccc(S(=O)(=O)N4CCOCC4)cc3c2C)cc1OC,8.9%,0.9%,22.2,0.0%,2.2%,4.7%,1.6,-18.2,?,0.9
CCn1c(SCC(=O)N/N=C/C=C/c2ccccc2[N+](=O)[O-])nnc1-c1ccccc1,-1.3%,0.0%,-14.6,10.2%[46.1 µM],9.1%,2.2%,1.1,4.8,-15.4%,3.8
C=Cc1ccc(N=Cc2c(O)ccc3ccccc23)cc1,3.8%,-9.5%,-6.6,0.3%,8.4%,0.7%,12.7,7.4,-0.7%,-21.4
CCC(C)(C)NC(=O)C(c1cccc(OC)c1)N(C(=O)CNC(=O)c1cccs1)c1cccnc1 (stereo not drawn),4.5%,-1.2%,5.7,-3.8%,8.5%,0.0%,1.2,-5.4,-10.7%,-8.6
CCC(=O)OCc1c(C(F)(F)F)nn(C)c1Sc1ccc(Cl)cc1,16.9%,-2.2%,-7.0,2.2%,-21.0%,-1.3%,-1.3,-15.9,-26.3%,-6.3
O=C(CNc1cccc(C(F)(F)F)c1)N/N=C/c1cn(-c2ccccc2)nc1-c1ccccc1,-6.7%,1.6%,-7.7,1.5%[46.1 µM],0.9%,-1.6%,2.0,9.2,7.1%,5.8
O=C(CSc1nnc(-c2cccc(Br)c2)o1)N1CCOCC1,0.2%,4.5%,29.1,-10.3%,10.2%,1.3%,?,1.8,-1.0%,4.1
C=CC[C@@H](CC(=O)N[C@@H](CO)Cc1ccccc1)C(=O)NC[C@@H](OC(=O)[C@@H](CC=C)Cc1ccc(F)cc1)c1ccccc1,2.1%,.,-2.8,-1.4%,0.7%,4.0%,.,11.0,3.9%,-6.1
NC(=O)c1ccsc1NC(=O)COC(=O)CNC(=O)c1cccc([N+](=O)[O-])c1,2.5%,-1.9%,2.8,2.6%,-4.5%,2.5%,-6.8,-9.9,6.2%,-1.4
COC(=O)c1[nH]c2ccc(F)cc2c1NC(=O)CCN1CCN(C(=O)c2ccco2)CC1,3.8%,-4.8%,.,.,-5.9%,-5.4%,1.9,-6.4,-19.6%,.
COc1cc2cc(C(=O)N3CCC(Cc4ccccc4)CC3)[nH]c2cc1OC,13.0%,-7.0%,-7.5,2.1%,9.7%,-0.4%,1.2,6.8,13.3%,-23.7

# (further entries)
Compound,AT treatment,Mito fusion act,KCNH2 3.1 block,TCR activator,Eya2 inh,USP2a block,TRPV1 ag,TSHR antag,ELG1 DNA repair,hERG WT inh
O=C(O)c1ccc(Cl)c(NCc2cccs2)c1,-5.2%,0.3%,-8.9,.,12.2%,1.3%,2.0,0.5,-2.8%,0.9
COc1ccc(CCNC(=O)CN(c2ccc(OC)c(OC)c2)S(C)(=O)=O)cc1,2.8%,2.0%,3.1,0.6%,12.8%,-2.1%,-2.0,-11.0,-1.4%,9.1
Cn1c(=O)c2cc(S(=O)(=O)NC(C(=O)NCc3ccccn3)c3ccccc3)ccc2n(C)c1=O (stereo not drawn),-1.6%,0.4%,1.7,-4.2%,-10.0%,-2.2%,2.0,-0.7,-18.6%,12.7
CN(C)c1cccc(C(=O)Nc2nnc(Cc3ccccc3)s2)c1,1.7%,-7.1%,-12.5,-2.1%,5.8%,-0.5%,?,5.5,?,-4.4
Cc1ccc(CNC(=O)CN(c2ccc(C)cc2)S(=O)(=O)c2c(C)n[nH]c2C)cc1,0.2%,0.5%,-17.0,-20.8%,-4.0%,1.4%,3.6,10.0,-1.7%,-2.0
CC(=O)c1ccc(NC(=O)C(C)n2c3ccccc3c3nc(=O)cc(C)n32)cc1 (stereo not drawn),10.3%,-0.1%,0.3,-10.7%,-2.8%,0.7%,-6.7,18.6,?,0.1
CCn1c(C(=O)O)c(CC(=O)Nc2ccccc2F)c2ccccc21,-7.7%,22.8%,-1.9,-2.4%,14.7%,-0.8%,2.2,11.6,-8.9%,6.9
CCOC(=O)C1=C(CS(=O)(=O)c2ccc(F)cc2)NC(=O)NC1c1ccc(O)c(O)c1 (stereo not drawn),-4.0%,-9.7%,-8.0,6.8%,10.6%,0.7%,-1.5,-2.2,1.2%,14.5
Cc1cc(C)n2nc(SCc3nnc(SCCCCl)o3)nc2n1,5.3%,-4.3%,-10.0,1.2%,-12.8%,-0.4%,0.1,0.4,21.0%,4.6
NS(=O)(=O)c1ccc(CCNC(=O)CNC(=O)C2CCCCC2)cc1,1.0%,-0.4%,-10.6,-1.2%,16.5%,2.5%,0.7,-6.1,5.9%,-0.9
O=C(OCC(=O)N1CCN(C(=O)c2ccco2)CC1)c1cc(-c2cccc(Br)c2)nc2ccccc12,-4.8%,?,-17.3,1.6%,-23.5%,4.2%,13.9,-10.0,16.4µM*,11.2
O=C(CN(Cc1ccccc1)S(=O)(=O)c1ccc(Br)cc1)NCc1ccco1,5.2%,11.3%,-35.8,0.7%,2.2%,-0.8%,?,12.7,-14.6%,-7.3
CCCCCCC1(C)NC(=O)N(C(C)C(=O)Nc2ccc(N3CCOCC3)cc2)C1=O (stereo not drawn),1.8%,-1.2%,0.7,-0.4%,-4.3%,0.1%,13.4,-30.5,19.4%,1.7
CC(C)(C)c1ccc(-c2n[nH]c(=S)n2/N=C/c2ccncc2)cc1,-3.8%,-0.3%,1.3,4.6%[46.1 µM],1.0%,0.5%,-1.2,-14.7,-0.5%,5.2

# From PubChem BioAssay
